Screening results: PubChem BioAssay, National Center for Advancing Translational Sciences (NCATS)
POLB inh: blocks human DNA polymerase beta activity; P06746; Pol beta primer extension/strand displacement, fluorescence kinetic; Potency, µM (highest dose often 114 µM), without a hit: at the highest dose activity change, negative = inhibition, hits mostly inhibitors; hit rate 1.3% among 340,000; AID 485314; also: % is scaled to controls: 0 for no effect and ±100 for the full control effect
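Human Pol beta at 10 nM; strand-displacement substrate 50 nM final. Compound exposure 15 min at room temperature before start, reaction 10 min at room temperature.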
Pol eta inh: inhibitors of human DNA polymerase eta | recombinant Pol eta, fluorescent DNA replication assay | Potency, µM (doses to about 114 µM), without a hit: at the top dose activity change, negative = inhibition, hits mostly inhibitors | hit rate 1.2% among 390,000; also: % is scaled to controls: 0 for no effect and ±100 for the full control effect
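Fluorescent replication assay: 50 nM final substrate added after a 15 min room-temperature compound preincubation with 10 nM enzyme. Signal taken at 0 min and again at 10 min.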
BAZ2B block: blocks human BAZ2B | Potency, µM (doses to about 114 µM), for the others: top-dose activity change, negative = inhibition, actives largely listed as inhibitors | AlphaScreen BAZ2B-H3K14Ac peptide displacement | Q9UIF8 | hit rate 4.4% among 360,000 | AID 504333; also: % is scaled to controls: 0 for no effect and ±100 for the full control effect; nearly all actives have a fitted effect of over 60% in size
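Inhibition is scored as reduced AlphaScreen emission. The BAZ2B/b-H3(5-23)K14Ac complex (50 nM each) in PBS pH 7.4, 0.01% Tween-20 meets compound (up to 110 uM) for 30 min at RT before bead addition.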
BLM helicase inh: Bloom syndrome helicase (human) inhibition; P54132; recombinant BLM DNA unwinding, fluorescence dequenching; Potency, µM (titrated, usually from 56.1 µM), for the others: at the top dose activity change, negative = inhibition, usual class: inhibitors; hit rate 0.2% among 350,000;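 also: plate controls were vehicle for no effect and no enzyme for full effect; nearly all actives have a fitted effect of over 35% in size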
POLI inh: inhibitors of human DNA polymerase iota; Q9UNA4; Pol iota fluorescent replication assay, 10 min; Potency, µM (top dose mostly 115 µM), for inactives: at the top dose activity, negative = inhibition, hits mostly inhibitors; hit rate 1% among 390,000
Target sequence (Q9UNA4 whole entry, looked up): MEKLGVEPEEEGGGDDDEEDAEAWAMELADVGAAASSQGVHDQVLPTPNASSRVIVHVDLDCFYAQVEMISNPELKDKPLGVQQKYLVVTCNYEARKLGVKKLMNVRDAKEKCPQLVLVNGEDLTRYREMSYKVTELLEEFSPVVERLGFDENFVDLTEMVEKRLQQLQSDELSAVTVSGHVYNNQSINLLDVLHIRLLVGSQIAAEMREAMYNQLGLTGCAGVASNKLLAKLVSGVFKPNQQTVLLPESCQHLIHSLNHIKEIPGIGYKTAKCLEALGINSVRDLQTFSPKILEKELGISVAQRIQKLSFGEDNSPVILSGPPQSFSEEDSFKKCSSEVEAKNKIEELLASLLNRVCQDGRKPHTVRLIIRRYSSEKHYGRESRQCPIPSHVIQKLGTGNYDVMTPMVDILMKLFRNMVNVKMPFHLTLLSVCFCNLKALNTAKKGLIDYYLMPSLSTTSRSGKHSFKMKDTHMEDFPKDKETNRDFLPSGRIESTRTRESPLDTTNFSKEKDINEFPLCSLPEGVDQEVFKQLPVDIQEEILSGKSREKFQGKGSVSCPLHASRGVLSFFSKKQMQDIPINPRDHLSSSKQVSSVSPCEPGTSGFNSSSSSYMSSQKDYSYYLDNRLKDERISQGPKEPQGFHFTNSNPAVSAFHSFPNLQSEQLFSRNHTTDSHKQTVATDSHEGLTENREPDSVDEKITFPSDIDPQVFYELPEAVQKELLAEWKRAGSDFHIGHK
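Fluorescent replication assay read twice, at 0 min and 10 min after adding 50 nM (final) substrate. Enzyme (10 nM) and compounds were first incubated 15 min at room temperature; enzyme-free buffer wells were negative controls.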
Pol kappa inh: DNA polymerase kappa (human) inhibition; Q9UBT6; purified Pol kappa, fluorescent DNA synthesis assay, 10 min; Potency, µM (series often up to 107 µM), for inactives: at the top dose activity, negative = inhibition, hits mostly inhibitors; hit rate 0.53% among 400,000; also: % is scaled to controls: 0 for no effect and ±100 for the full control effect
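10 nM Pol kappa preincubated 15 min at room temperature with compounds, then reaction started with substrate at 50 nM final. Fluorescence read kinetically at 0 and 10 min; buffer-only wells served as negative control.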
G9a block: inhibitors of human histone lysine methyltransferase G9a | Q96KQ7 | Potency, µM (titrated, usually from 102 µM), for the others: at the highest dose activity, negative = inhibition, actives largely listed as inhibitors | hit rate 8.8% among 350,000 | G9a H3K9 monomethylation, AlphaScreen, 2 h; also: % is scaled to controls: 0 for no effect and ±100 for the full control effect; nearly all actives have a fitted effect of over 75% in size
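Compounds were preincubated with 20 nM G9a for 15 min, after which biotinylated H3K9 peptide (500 nM) and SAM (20 uM) started a 2 h room-temperature reaction. Monomethylated product was quantified by antibody-based AlphaScreen chemiluminescence.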
Apoferritin bind: candidate novel general anesthetic via apoferritin binding. hit rate 0.074% among 350,000. apoferritin/1-aminoanthracene competitive binding, fluorescence. P02791. Potency, µM (doses to about 77.5 µM), for the others: at the highest dose activity change, negative = displacement, hits mostly inhibitors; also: % is scaled to controls: 0 for no effect and ±100 for the full control effect; nearly all actives have a fitted effect of over 20% in size
Target sequence (P02791 2-175 limits assumed): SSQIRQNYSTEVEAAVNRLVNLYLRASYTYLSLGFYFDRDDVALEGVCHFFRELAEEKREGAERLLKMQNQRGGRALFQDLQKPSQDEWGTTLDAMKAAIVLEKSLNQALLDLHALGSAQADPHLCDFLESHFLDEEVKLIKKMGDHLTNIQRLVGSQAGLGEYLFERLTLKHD
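Horse-spleen apoferritin (10 uM) was mixed with 50% saturated 1-aminoanthracene in PBS, exposed to compounds for 10 min at room temperature, and read for fluorescence (ex 380 nm, em 535 nm). Competitive displacement was fitted with a four-parameter Hill equation.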
APE1 inh: inhibitors of human APE1 endonuclease | recombinant APE1, TAMRA/BHQ-2 abasic DNA cleavage fluorescence | Potency, µM (top dose mostly 65.8 µM), for inactives: at the top dose activity change, negative = inhibition, hits mostly inhibitors | hit rate 0.35% among 350,000 | AID 2517;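 also: plate controls were vehicle for no effect and reference inhibitor for full effect; nearly all actives have a fitted effect of over 55% in size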
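Activity was derived from the fluorescence gain between first and third kinetic reads (60 s intervals, ex 525/em 598 nm) after 50 nM THF-abasic TAMRA/BHQ-2 duplex was added to 0.75 nM APE1 preincubated 15 min with compound.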
* marks the source's active call; other numbers are inactive results; u = inconclusive; x = not tested or not shown; & = joins results of further samples; [ ] = another dose, or the depositor's remark. Calls follow the shape of the dose curve; as a rule, active = well fitted curve in the direction sought with a large enough effect; inconclusive = small, poorly fitted or top-dose-only effect, or another doubt; inactive = no such curve, though single readings can be large; an effect the other way counts as inactive or inconclusive. Potency is read from the fitted curve at half-maximal effect.

SMILES	POLB inh	Pol eta inh	BAZ2B block	BLM helicase inh	POLI inh	Pol kappa inh	G9a block	Apoferritin bind	APE1 inh
O=C(NCCCN1CCOCC1)c1ccc(-c2ccc(Cl)cc2)o1	-1%	-13%	u	7%	27%	17%	u	-12%	2%
O=C(NCc1ccco1)C(Cc1ccccc1)N1C(=O)c2ccccc2C1=O (configuration not stated)	9%	-13%	-4%	-3%	-15%	-3%	-33%[12.7 µM]	4%	-3%
CCCCCc1nnc(NC(=O)CS(=O)(=O)Cc2ccccc2)s1	0%	-19%	7%	1%	14%	-1%	u	-12%	-2%
CCOC(=O)C1=CN(Cc2cccc(F)c2)S(=O)(=O)N(CC)C1c1ccc(Br)cc1F (configuration not stated)	x	-6%	x	x	2%	-8%	x	x	-6%
O=C(NC(=S)N1CCCC1)c1ccccc1	26%	1%	-30%	-3%	47%[activator]	2%	-7%	-7%	24%
COc1ccc(C(=O)C2CCCN(C(=O)c3noc4c3CCCC4)C2)cc1F (configuration not stated)	0%	-7%	-2%	-3%	37%[activator]	0%	-25%	-13%	-9%
Clc1ccccc1-c1nnc(-c2ccccc2Cl)o1	14%	-7%	115%[activator]	-7%	8%	-4%[60.1 µM]	89%[activator][59 µM]	-20%	-11%
CCN(CC)C(=O)c1ccc(COc2ccccc2Cl)cc1	-24%	0%	-1%	-5%	10%	-17%	14%	u	-3%
CCn1c(OC)nc2c1c(=O)n(C)c(=O)n2C	16%	-26%	-6%	-1%	151%[activator]	-9%	x	-2%	3%
Nc1nonc1NN=C1CCCCC1	9%	-6%	-4%	1%	5%	-14%	1%	7%	3%
COCCn1c(=O)[nH]c2cc(C(=O)NCCc3ccc(S(N)(=O)=O)cc3)ccc2c1=O	1%	-12%	-15%	3%	59%[activator]	-9%	10%	-2%	3%
Cc1cnc(NC(=O)c2ccc3c(c2)C(=O)N(Cc2cccnc2)C3=O)s1	5%	-17%	-15%	-5%	9%	6%	16%	-3%	50%
CSc1nc(=S)c2[nH]c(=S)[nH]c2[nH]1	-1%	-14%	79µM*	-4%	14µM*	-26%	0.63µM*	-6%	0%
COc1ccc2oc(C(=O)OCC(=O)Nc3ccc(OC)c(S(N)(=O)=O)c3)c(C)c2c1	x	u	-4%	x	u	-5%	-8%[2.33 µM]	x	11%
O=C(C=C1CCN(c2ncc(C(F)(F)F)cc2Cl)CC1)NNC(=O)Nc1ccc(Cl)cc1	9%	-12%	4%	1%	17%	-2%	-4%	-6%	2%
O=C(NS(=O)(=O)c1ccccc1)c1cccc(Br)c1	0%	-10%	-20%	0%	38%[activator]	-15%	12%	-3%	-2%
CCOc1ccc(NC(=O)N2CCC(N3CCCCC3)CC2)cc1	3%	-5%	0%	0%	14%	1%	4%[59 µM]	-2%	x
CN(C)S(=O)(=O)c1ccc(Cl)c(C(=O)NC2=NCCS2)c1	21%	-13%	-1%	-1%	17%	-19%	14%	-4%	-11%
CCOC(=O)c1c(NC(=O)CCN2CCOCC2)sc(C)c1-c1ccccc1	7%	-10%	-36%	-8%	11%	-7%	u	-4%	5%
CCC(C)NC(=O)C1CCN(S(=O)(=O)c2ccc3c(c2)CC(C)N3C(C)=O)CC1 (configuration not stated)	27%	-1%	-3%	1%	5%	-5%	16%	-13%	-2%
O=C(CN(Cc1ccccc1F)S(=O)(=O)c1ccc(Cl)cc1)NCCC1=CCCCC1	-1%	-28%	2%	0%	20%	-10%	14%[59 µM]	-14%	-2%
Cc1ccc(OCc2cc(C(=O)N(C)CCc3ccccn3)no2)cn1	19%	-3%	-4%	0%	19%	15%	-12%	-8%	-4%
CCCNC(=O)c1nc(C)n(-c2ccc([N+](=O)[O-])cc2)n1	17%	-17%	-13%	1%	56%[activator]	0%	-2%	0%	-2%
CCOc1ccccc1NC(=O)Nc1ccccn1	-2%	-12%	8%	7%	19%	-23%	12%	-2%	-7%
CCN1CCN(C(=O)c2c(C)nn(-c3ccc(F)cc3)c2-n2cccc2)CC1	2%	-6%	-9%	-1%	24%	-18%	-35%[59 µM]	11%	x
New compounds follow:
SMILES	POLB inh	Pol eta inh	BAZ2B block	BLM helicase inh	POLI inh	Pol kappa inh	G9a block	Apoferritin bind	APE1 inh
O=C(CN1CCN(CC(=O)Nc2cccc(F)c2)CC1)Nc1ccc(-c2ccccc2)cc1	22%	-21%	4%	-2%	3%	4%	u	0%	-17%
CC(Sc1nc2ccccc2s1)C(=O)Nc1ccc2c(c1)OCO2 (configuration not stated)	-23%	-14%	-10%	-10%	175%[activator]	-4%	1.8µM*	-5%	1%
COc1ccc(S(=O)(=O)N2CCCCC2)cc1Br	1%	-6%	14%	-4%	16%	-5%	3%[12.7 µM]	-18%	0%
Cc1cc(Oc2c(C(F)(F)F)oc3c(CN4CCC(C)CC4)c(O)ccc3c2=O)cc(C)c1Cl	3%	-8%	0%	0%	-4%	-10%	1%[59 µM]	0%	x
Cc1ccc(-c2nc(CSCC(=O)NCCCN3CCOCC3)c(C)o2)cc1	3%	-6%	-31%	1%	x	-6%	-18%	-9%	u
Cc1nnc(SCC(=O)N2CCN(S(=O)(=O)c3ccccc3)CC2)[nH]c1=O	-3%	-10%	9%	-2%	u	-7%	-48%	3%	3%
CN(C)/C=C(\C#N)C(=O)N/N=C/c1ccc(Cl)cc1	-2%	-5%	4%	0%	1%	-12%	7%	3%	16%
CCCS(=O)(=O)N1CCCC(C(=O)NCC(OC)OC)C1 (configuration not stated)	20%	-14%	7%	-7%	3%	-4%	-5%	-3%	5%
CCC(=O)OCC(=O)[C@@]1(OC(=O)CC)[C@H](C)C[C@@H]2[C@H]3CCC4=CC(=O)C=C[C@]4(C)[C@]3(Cl)[C@@H](O)C[C@@]21C	x	x	x	-3%[21.4 µM]	x	-8%[12 µM]	11%[21.5 µM]	-23%[29.3 µM]	1%[21 µM]
COc1cccc(CSc2nc(N)cc(N)n2)c1	47%	-20%	10%	2%	29%	5%	x	-13%	5%
CCOC(=O)c1sc2ccccc2c1S(=O)(=O)Nc1cc(OC)ccc1OC	2%	-16%	-36%	-6%	-8%	-27%	u	-24%	x
CC(=O)Oc1c(C(=O)c2nnc(C)o2)c(=O)n(Cc2ccccc2)c2ccccc12	0%	-5%	-3%	-5%	2%	-2%	29%[59 µM]	94%[activator]	-7%
O=C(COC(=O)/C=C/c1cc(Br)ccc1F)NC1CC1	x	-8%	x	x	1%	-8%	x	x	19%
COC(=O)C1=C(C)NC2=C(C(=O)CCC2)C1c1cn(Cc2ccc(Cl)cc2Cl)nc1-c1ccccc1 (configuration not stated)	19%	-9%	-4%	-10%	-6%	-6%	x	146%[activator]	-2%
Cn1c(CSCc2ccc(Cl)c(Cl)c2)nnc1SCC(=O)Nc1nccs1	14%	-6%	1%	-4%	-9%	-15%	4%[59 µM]	-7%	19%
CCn1c(CSc2nc3ccccc3[nH]2)n[nH]c1=S	0%	-8%	-3%	-1%	10%	-5%	u	-12%	2%
COC(=O)c1c(=O)n(O)c2ccc(OC)cc2[n+]1[O-]	1%	-8%	u	1%	-11%	-2%	32µM*	3%	-1%
O=C(Nc1ccc(F)cc1)c1ccc(COc2ccccc2)cc1	57%	-10%	13%	-1%	-15%	3%[60.1 µM]	-5%[59 µM]	5%	16%
O=C1CC(C(=O)N2CCOCC2)C2(CCCCC2)O1 (configuration not stated)	-2%	-3%	3%	-3%	15%	-7%	u	-12%	-4%
COc1ccc(Cn2c(=O)c3[nH]cnc3n(-c3ccc(C)cc3)c2=O)cc1	-4%	-9%	-27%	-1%	-10%	-8%	x	9%	10%
COC(=O)c1cc(C)nc2c1c(=O)nc(SCc1cc(C)ccc1C)n2C1CC1	-1%	7%	-2%	-3%	0%	-6%[60.1 µM]	2%[59 µM]	u	x
O=C(CCN1CCN2CCCC2C1)N1c2ccccc2Sc2ccc(Cl)cc21 (configuration not stated)	5%	0%	u	1%&-3%	-5%	-6%	u	1%	44%
Cc1ccc(C)c(C(=O)COC(=O)CN2C(=O)C3C4CCC(C4)C3C2=O)c1 (configuration not stated)	0%	-5%	-9%	1%	30%[activator]	-8%	-7%[59 µM]	-9%	85%[activator][12.4 µM]
OC(c1ccc(F)cc1)C(CN1CCOCC1)c1ccccc1 (configuration not stated)	6%	-17%	-2%	-2%	2%	-6%	-8%[2.33 µM]	1%	-15%
Cc1nc2ccccc2c2oc(C(=O)NCC3COc4ccccc4O3)cc12 (configuration not stated)	0%	-17%	-29%	0%	19%	-25%	u	-17%	-7%
COC(=O)C1CCN(C(=O)Cc2ccc(OC)c(OC)c2)CC1	23%	-8%	-6%	3%	11%	-7%	4%[59 µM]	5%	18%
C=CCOc1ccccc1/C=c1\sc2nc(=O)c(C)nn2c1=O	25µM*	28µM*	u	-8%	10µM*	50µM*	u	2%	u
C[C@H](CO)N1C[C@H](C)[C@@H](CN(C)S(C)(=O)=O)Oc2ccc(NC(=O)CCC(F)(F)F)cc2C1=O	x	-5%	x	x	4%	-8%	x	x	-2%
COc1ccc(C(=O)N/C(=C\c2ccccc2)C(=O)N2CCOCC2)cc1	3%	-18%	3%	0%	25%	-8%	15%	-7%	8%
O=C(CCCOC(=O)c1ccc(O)cc1O)c1ccc(F)cc1	x	u	4%	x	0%	-3%	u	x	u

Single entries from the results shown:
In BLM helicase inh, Cc1ccc(-c2nc(CSCC(=O)NCCCN3CCOCC3)c(C)o2)cc1 shows 1%
In Apoferritin bind, CN(C)/C=C(\C#N)C(=O)N/N=C/c1ccc(Cl)cc1 shows 3%

4 entries picked at random from those above:
SMILES	POLB inh	Pol eta inh	BAZ2B block	BLM helicase inh	POLI inh	Pol kappa inh	G9a block	Apoferritin bind	APE1 inh
C=CCOc1ccccc1/C=c1\sc2nc(=O)c(C)nn2c1=O	25µM*	28µM*	u	-8%	10µM*	50µM*	u	2%	u
CCOC(=O)c1sc2ccccc2c1S(=O)(=O)Nc1cc(OC)ccc1OC	2%	-16%	-36%	-6%	-8%	-27%	u	-24%	x
CCn1c(CSc2nc3ccccc3[nH]2)n[nH]c1=S	0%	-8%	-3%	-1%	10%	-5%	u	-12%	2%
CCCS(=O)(=O)N1CCCC(C(=O)NCC(OC)OC)C1 (configuration not stated)	20%	-14%	7%	-7%	3%	-4%	-5%	-3%	5%

Some of the compounds tested. The share of hits here may be higher or lower than overall.
